FadD28 binding = M. tuberculosis FadD28 bisubstrate binding inhibition. inhibition, % at 12.5 µM. FadD28 bisubstrate probe binding, fluorescence polarization. AID 588549. 0.22% of 360,000 active; in the data active = inhibition above about 8.5%, passing the limit was not always enough; inconclusive = no clear call, values can overlap the other calls
PrPC surface inh = cell surface PrPC inhibition, primary TR-FRET screen. 0.43% of 370,000 active. P04156. inhibition, % at 13.8 µM. TR-FRET read-out. AID 720596; in the data active = inhibition above about 24%; note: 0% = median of the test wells and 100% = reference compound wells
GDH-TPI inh = inhibits GDH-TPI coupling enzymes, artifact for Mtb FBA screen | AID 588335 | 1.2% of 360,000 active | inhibition, % at 4.8 µM | GDH-TPI coupled enzyme counterscreen, NADH absorbance;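 note: 0% = DMSO wells and 100% = wells lacking the enzyme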
CCHFV vOTU inh = blocks the CCHF virus ovarian tumor domain protease; AID 651958; CCHFV vOTU protease, Pep-AMC fluorescence; inhibition, % at 11.5 µM; 0.55% of 370,000 active; note: 0% = vehicle wells with enzyme and 100% = no enzyme wells
Mtb FBA inh = Mtb fructose-bisphosphate aldolase inhibition; inhibition, % at 1 µM; P9WQA3; purified M. tuberculosis FBA, fluorescence read-out; 2.3% of 360,000 active; in the data active = inhibition above about 27%;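 note: 0% = vehicle and 100% = reference inhibitor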
Target sequence (P9WQA3 whole entry, looked up): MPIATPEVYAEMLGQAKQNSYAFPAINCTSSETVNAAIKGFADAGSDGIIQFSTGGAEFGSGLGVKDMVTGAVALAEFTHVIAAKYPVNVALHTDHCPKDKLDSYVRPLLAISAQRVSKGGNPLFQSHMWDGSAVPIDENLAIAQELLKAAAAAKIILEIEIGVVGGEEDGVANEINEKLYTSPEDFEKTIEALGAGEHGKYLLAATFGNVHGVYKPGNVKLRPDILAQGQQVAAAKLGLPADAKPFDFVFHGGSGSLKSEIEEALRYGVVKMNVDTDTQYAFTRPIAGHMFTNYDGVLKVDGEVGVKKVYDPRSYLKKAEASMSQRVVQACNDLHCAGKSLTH
BoNT-A LC inh2 = blocks Botulinum neurotoxin A light chain protease | inhibition, % at 10 µM | 0.17% of 360,000 active | AID 588499 | multiplex microsphere protease substrate cleavage, flow cytometry; in the data active = inhibition above about 30%; inconclusive = no clear call, values can overlap the other calls; note: plate controls were buffer without enzyme for full effect and enzyme alone for no effect
UGM FP inh = blocks M. tuberculosis UGM enzyme; P9WIQ1; inhibition, % at 10 µM; purified UGM, fluorescence polarization probe displacement; 0.06% of 320,000 active; in the data active = inhibition above about 10%, passing the limit was not always enough; inconclusive = no clear call, values can overlap the other calls
Target sequence (P9WIQ1 whole entry, looked up): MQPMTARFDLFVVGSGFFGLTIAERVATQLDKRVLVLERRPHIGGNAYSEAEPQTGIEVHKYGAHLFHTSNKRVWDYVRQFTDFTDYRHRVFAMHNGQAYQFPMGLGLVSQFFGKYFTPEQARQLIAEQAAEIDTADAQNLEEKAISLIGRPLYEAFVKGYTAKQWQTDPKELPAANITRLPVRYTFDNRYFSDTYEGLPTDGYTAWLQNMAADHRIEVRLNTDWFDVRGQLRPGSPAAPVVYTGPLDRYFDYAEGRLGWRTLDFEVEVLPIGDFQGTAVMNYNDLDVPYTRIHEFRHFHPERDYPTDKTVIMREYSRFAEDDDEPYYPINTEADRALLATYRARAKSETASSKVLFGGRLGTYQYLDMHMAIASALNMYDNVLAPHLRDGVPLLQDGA
BoNT-F LC inh = blocks Botulinum neurotoxin F light chain protease. AID 588497. 0.22% of 360,000 active. Multiplex microsphere protease cleavage assay, flow cytometry. inhibition, % at 10 µM; in the data active = inhibition above about 35%, passing the limit was not always enough; inconclusive = no clear call, values can overlap the other calls; note: plate controls were buffer without enzyme for full effect and enzyme alone for no effect
Mtb BioA inh = inhibitors of Mycobacterium tuberculosis BioA enzyme; inhibition, % at 9.99 µM; purified M. tuberculosis BioA enzyme, plate reader; 0.096% of 360,000 active; AID 602481; in the data active = inhibition above about 40%; inconclusive = no clear call, values can overlap the other calls
* = called active by the depositor; ? = inconclusive; . = no result given. Cut-off read from the data, not from the text of the source, unless noted: active = inhibition above about 30%; inactive = the rest.

entry | Structure | FadD28 binding | PrPC surface inh | GDH-TPI inh | CCHFV vOTU inh | Mtb FBA inh | BoNT-A LC inh2 | UGM FP inh | BoNT-F LC inh | Mtb BioA inh
1 | O=C(COC(=O)c1cccc(F)c1)NCCC1=CCCCC1 | -2.7 | -5 | 2 | 7 | -4 | 1.1 | 0.1 | 4 | 1.1
2 | COc1ccccc1NC(=O)N(c1c(N)n(Cc2ccccc2)c(=O)[nH]c1=O)C1CCCC1 | -2.7 | 2 | -4 | -9 | -1 | 0.6 | 0.9 | -4 | -2.8
3 | Cc1cccc(N/C(N)=N/c2nc3c(c(=O)[nH]2)CCCC3)c1 | -5.1 | -5 | -6 | 4 | 2 | -1.2 | 1.0 | -2 | -0.1
4 | COc1ccccc1N1CCN(Cc2ccc(-c3ccccc3[N+](=O)[O-])o2)CC1 | -2.6 | -8 | 8 | 8 | 3 | -7.1 | 0.8 | ? | -1.6
5 | O=C(/C=C/c1ccc(F)cc1)NC(Cc1c[nH]c2ccccc12)C(=O)O (stereo not drawn) | -0.7 | 4 | 10 | 11 | -1 | -0.4 | 0.5 | 5 | -0.9
6 | COc1ccc(CNc2nccn3ccnc23)cc1 | -0.2 | 9 | 1 | 5 | -1 | -0.7 | . | -7 | 1.1
7 | COC(=O)c1ccc(-c2ccc(/C=N/N3C(=O)C4C5C=CC(CC5)C4C3=O)o2)cc1 (stereo not drawn) | 0.4 | -3 | 26 | 9 | 6 | -0.2 | -1.9 | -3 | .
8 | COC(=O)c1c(NC(=O)/C=C/C(=O)O)sc(C)c1-c1ccc(C)cc1 | -2.5 | 7 | 11 | 6 | 1 | 0.2 | -1.5 | -2 | 29
9 | CC(C)Oc1ccc(C(=O)NC(Cc2c[nH]c3ccccc23)C(=O)NN)cc1 (stereo not drawn) | -0.1 | -3 | -7 | -7 | 4 | -3.3 | -1.8 | ? | -1.8
10 | Cc1cc(C)n2nc(C(=O)OCC(=O)Nc3ccc4c(c3)OCO4)nc2n1 | -2.2 | 2 | 5 | 15 | -6 | -0.6 | 1.1 | 6 | -0.6
11 | CCN(CC)S(=O)(=O)c1ccc(Cl)c(NC(=O)COc2ccccc2[N+](=O)[O-])c1 | -0.6 | 3 | 14 | 6 | -1 | 0.6 | 2.7 | 0 | .
12 | COc1ccccc1N(CC(=O)N/N=C/c1ccc(OCC(=O)NCc2ccco2)cc1)S(=O)(=O)c1ccc(C)cc1 | -1.7 | . | 6 | . | -1 | 0.4 | 0.9 | -1 | -0.3
13 | CCn1c(=O)c2sccc2n2c(CCCC(=O)N3CCN(c4ccccn4)CC3)nnc12 | -3.0 | 2 | 8 | -10 | 5 | -1.6 | 1.8 | -3 | 6.7
14 | COc1ccc(NC(=O)/C=N/O)cc1 | -1.9 | -5 | 0 | -3 | 2 | 0.4 | -2.3 | 3 | .
15 | CCCCn1c(=O)c2ccccc2c2ccccc2c1=O | 1.0 | 3 | -1 | 6 | -1 | 0.1 | 0.8 | -16 | -1.6
16 | CCC(=O)Nc1cccc(C2=NOC3(C2)C[C@@H](C(N)=O)N(C(=O)C(c2ccccc2)c2ccccc2)C3)c1 (stereo partly drawn) | -2.8 | -6 | 3 | 8 | 0 | 0.1 | 0.7 | -1 | -0.7
17 | CC(OC(=O)CSc1ccc([N+](=O)[O-])cc1)C(=O)NCc1ccccc1 (stereo not drawn) | -0.7 | . | 18 | . | 7 | 0.1 | 6.7 | -3 | 0.8
18 | O=C(CSc1nnc(NC(=O)Cc2ccccc2)s1)NCc1ccco1 | -0.5 | 0 | 3 | 2 | 1 | 0.2 | 3.4 | -2 | .
19 | Cc1ccc(-n2cc(-c3ccccc3)[nH]c2=O)cc1F | -4.7 | 5 | -7 | 4 | 2 | 0.6 | 1.1 | -3 | 2.6
20 | Nc1c(S(=O)(=O)c2cccs2)c2nc3ccccc3nc2n1CC1CCCO1 (stereo not drawn) | 0.1 | . | 23 | . | 170* | 3.1 | 2.5 | 4 | .
21 | Cc1ccc(C)c(-n2nnnc2SCC(=O)Nc2cccc(-c3nnc4n3CCCCC4)c2)c1 | -5.2 | 1 | 5 | 1 | 1 | -0.2 | 2.5 | -6 | -0.8
22 | Cc1onc(-c2ccccc2)c1C(=O)Nc1sc2c(c1C#N)CCC2 | -1.7 | 12 | 4 | 4 | 0 | 1.3 | . | -4 | .
23 | Cn1c(N)c(C(=O)COC(=O)Cc2cccs2)c(=O)n(C)c1=O | -1.3 | -3 | -8 | -19 | 1 | -0.4 | -1.1 | -3 | -0.5
24 | NC(Cc1ccc(C(F)(F)F)cc1)c1csc(Nc2ccc(S(N)(=O)=O)cc2)n1 (stereo not drawn) | -8.6 | -3 | 5 | 5 | 2 | -0.3 | . | -14 | 0.0
25 | COc1ccc(OC)c(NC(=O)[C@H]2CC=CC[C@H]2C(=O)O)c1 | -1.8 | 4 | -5 | 16 | 3 | -0.5 | -0.1 | -4 | -0.8
26 | O=C(Nc1ccc(N2CCOCC2)c(Cl)c1)C1CCCCC1 | -0.5 | -1 | 4 | -5 | 1 | 0.6 | 1.2 | 2 | 1.2
27 | CSc1nc(N)nc2c1ncn2CC(=O)N1CCN(c2ccccn2)CC1 | -1.2 | -5 | 6 | -5 | 7 | 0.4 | -0.6 | 8 | -0.5
28 | Cc1ccc(CNC(=O)COC(=O)CN2C(=O)C3CC=CCC3C2=O)cc1 (stereo not drawn) | -3.5 | -2 | 6 | 0 | 1 | -0.5 | -0.8 | -2 | 1.9
29 | Cc1cccc(N(CC(=O)NCc2ccco2)C(=O)CCC(=O)Nc2ccccn2)c1C | -1.3 | -5 | -2 | 16 | 0 | -2.6 | -1.8 | 3 | 2.2
30 | CC1CCCCN1c1ncnc2ccccc12 (stereo not drawn) | -2.7 | 5 | 27 | 20 | 0 | -1.1 | 1.1 | -13 | 0.5

Continued:
entry | Structure | FadD28 binding | PrPC surface inh | GDH-TPI inh | CCHFV vOTU inh | Mtb FBA inh | BoNT-A LC inh2 | UGM FP inh | BoNT-F LC inh | Mtb BioA inh
31 | CCCS(=O)(=O)c1ccc(COC(=O)c2ccc(NC(C)=O)cc2)cc1 | -0.3 | 5 | -4 | -7 | 2 | 0.6 | -1.8 | 13 | .
32 | C=CCOc1ccc(/C(CC)=N/O)cc1OC | -1.0 | -1 | 4 | 1 | -3 | -0.7 | 0.1 | 26 | -1.5
33 | C[C@@H]1CN([C@@H](C)CO)C(=O)CCCn2cc(nn2)CO[C@H]1CN(C)S(=O)(=O)c1ccc(Oc2ccccc2)nc1 | 1.0 | 13 | 3 | 13 | 7 | 0.2 | . | 2 | -3.3
34 | Cc1ccc(C(=O)N(Nc2nc3ccccc3s2)C(=O)c2ccc(C)cc2)cc1 | 0.0 | 6 | 10 | 0 | 1 | -0.7 | -1.4 | -4 | -2.8
35 | CC12CCC(C(=O)Nc3cc(Cl)ccc3Cl)(C/C1=N\O)C2(C)C (stereo not drawn) | -2.6 | -1 | 9 | 9 | 3 | 0.3 | -2.1 | -2 | 1.0
36 | O=C1CC(N2CCN(c3ccccn3)CC2)C(=O)N1c1ccc(F)cc1 (stereo not drawn) | -1.0 | -3 | 6 | -13 | 5 | -1.2 | -0.3 | -4 | -0.5
37 | O=C(CS(=O)(=O)c1ccccc1)Nc1ccc(N2CCOCC2)cc1 | 0.4 | 2 | 11 | 1 | 7 | -1.0 | 0.0 | 2 | .
38 | CCn1c(SCC(=O)Nc2cccc(NC(=O)c3cccs3)c2)nnc1-c1ccncc1 | -7.6 | . | -2 | . | 2 | -0.1 | -1.7 | -11 | 1.1
39 | CCN(CC)CCCn1c2c(c(SCC(=O)Nc3cc(C)cc(C)c3)nc1=O)CCC2 | 0.3 | 4 | 11 | 11 | 3 | 0.3 | . | 0 | 1.2
40 | Cc1cc(C)c(C#N)c(Cl)n1 | -1.3 | 2 | 2 | -4 | -1 | 0.0 | -1.2 | 2 | 0.3
41 | Cc1cc(O)c(C(=O)/C=C/c2ccccc2)c(=O)o1 | -2.2 | 1 | 16 | 9 | 5 | -2.7 | -1.0 | -34 | 0.2
42 | Cc1nn(-c2cccc(Cl)c2)c(Cl)c1/C=N/NC(=O)c1cccnc1 | -2.6 | 6 | 1 | -13 | -1 | -2.2 | -1.6 | -15 | .
43 | O=S1(=O)CC(N2CCCC2)CN1Cc1cn(Cc2ccccc2)nn1 (stereo not drawn) | . | 4 | . | -4 | . | 0.4 | . | 9 | .
44 | CC(C)OCCCNC(=O)CCCC(=O)Nc1ccc(OCCc2ccccc2)cc1 | -1.3 | 9 | 10 | -4 | 4 | -0.9 | 1.1 | -20 | -1.5
45 | CC(C)(C)Nc1nc(Oc2ccc(=O)n(-c3ccccc3)n2)nc(N2CCOCC2)n1 | -4.8 | -4 | -3 | -7 | 3 | 0.3 | 1.5 | 2 | -1.2
46 | COc1cc(CNC(=O)c2cc(C(=O)NCc3cc(OC)cc(OC)c3)n(C)n2)cc(OC)c1 | -5.8 | 1 | 14 | -1 | -3 | ? | . | ? | -0.9
47 | Cn1c(N=Cc2ccc([N+](=O)[O-])cc2)c(N)c(=O)n(C)c1=O | -1.9 | -9 | 12 | 8 | 4 | -0.3 | . | -1 | .
48 | CN(CC(=O)O/N=C(\N)c1ccc([N+](=O)[O-])cc1)S(=O)(=O)c1ccccc1 | 1.8 | -7 | 6 | -2 | 7 | -0.2 | 1.7 | -13 | 0.0
49 | CCCC1(C(=O)OC)NC(c2ccc(OC)c(OC)c2)C2C(=O)N(c3ccc4c(c3)OCO4)C(=O)C21 (stereo not drawn) | 1.1 | 0 | 8 | -2 | -7 | 0.0 | 2.7 | -1 | 5.8
50 | O=C(c1cccc(Cl)c1)N1CCN(c2ccc3c(c2)C2CC3CCN2C(=O)OCc2ccccc2)CC1 (stereo not drawn) | 0.1 | 6 | . | 9 | 0 | -0.6 | . | 0 | -6.3
51 | Cc1c(NC(=O)COc2cccc(F)c2)c(=O)n(-c2ccccc2)n1C | -3.4 | -3 | -7 | -11 | 0 | -0.5 | -2.8 | -7 | 4.3
52 | O=S(=O)(NCC(c1ccco1)N1CCCCC1)c1ccccc1C(F)(F)F (stereo not drawn) | -3.5 | 5 | -5 | 4 | 2 | 2.4 | -1.6 | ? | -1.5
53 | CCN1CCCC1CNC(=O)C(=O)NC1CC1 (stereo not drawn) | -2.0 | 3 | -1 | -7 | 0 | 0.6 | -3.3 | 0 | .
54 | COc1ccccc1NC(=O)CCC(=O)N1CC(C)Oc2ccc(C)cc21 (stereo not drawn) | -1.9 | -6 | -2 | 0 | 1 | -0.6 | 2.4 | -2 | -2.0
55 | COC(=O)c1cccc(NS(C)(=O)=O)c1 | -1.2 | 4 | -2 | 3 | -1 | ? | -2.4 | ? | .
56 | CN(c1ccc(C(=O)NCCSC(C)(C)C)cc1)S(C)(=O)=O | -2.2 | 7 | 11 | -1 | 1 | -0.5 | 2.1 | 1 | 2.8
57 | Cc1cc(C)n(C2CC(=O)N(c3ccc(Cl)c(Cl)c3)C2=O)n1 (stereo not drawn) | -5.0 | 6 | -3 | 4 | 1 | 3.3 | -0.2 | 5 | -1.2
58 | COc1ccc2[nH]c3nc(SCc4nnc(-c5ccccc5)o4)nnc3c2c1 | -4.2 | 1 | 7 | 3 | 0 | 0.0 | -3.2 | -5 | .
59 | CCCCn1c(-c2csc3ccccc23)n[nH]c1=S | -2.9 | 8 | -2 | -9 | 1 | 0.3 | 2.6 | -2 | 1.4
60 | COc1ccc(/C=C/C(=O)OCc2cc(=O)n3c(n2)sc2ccccc23)cc1 | -1.0 | -3 | 14 | -1 | 3 | -0.9 | 0.5 | -10 | 12

Record cards, as listed above. Screens in order: FadD28 binding, PrPC surface inh, GDH-TPI inh, CCHFV vOTU inh, Mtb FBA inh, BoNT-A LC inh2, UGM FP inh, BoNT-F LC inh, Mtb BioA inh
Listed for `Cc1c(NC(=O)COc2cccc(F)c2)c(=O)n(-c2ccccc2)n1C` : -3.4, -3, -7, -11, 0, -0.5, -2.8, -7, 4.3
Listed for `C=CCOc1ccc(/C(CC)=N/O)cc1OC` : -1.0, -1, 4, 1, -3, -0.7, 0.1, 26, -1.5
Listed for `CCCCn1c(-c2csc3ccccc23)n[nH]c1=S` : -2.9, 8, -2, -9, 1, 0.3, 2.6, -2, 1.4

High-throughput results (PubChem)
